# From PubChem
# M. tuberculosis HTS: M. tuberculosis growth inhibition, HTS (AID 449762). 330,000 tested, 0.59% active. inhibition, % at 25 µM, or IC50 in µM where a hit was titrated. M. tuberculosis H37Rv growth inhibition, 7H9 media; higher % means a stronger effect; in the data active means a potency from the dose series; inconclusive means inhibition above about 70% without an active follow-up result;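 further: bacterial growth assessed after seven days of incubation; strong numbers were not always called active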
# inhibitors of VEEV: inhibitors of VEEV TC-83 cytopathic effect, confirmation, Vero cells (AID 588727) | one-dose inhibition, % at 20 µM; IC50 in µM for titrated hits | Vero cells, VEEV TC-83 cytopathic effect inhibition; higher % means a stronger effect | 350,000 tested, 0.13% active; in the data active means a potency from the dose series; inconclusive means inhibition mostly from about 14% at the one dose, without a potency; inactive means the rest, 99 in 100 with inhibition below about 12%; further: strong numbers were not always called active
# tuberculosis growth: growth inhibition of non-replicating M. tuberculosis (AID 488890); 320,000 tested, 0.39% active; inhibition, % at 25 µM; hits with a dose series show IC50 in µM; Mycobacterium tuberculosis non-replicating, growth inhibition; higher % means a stronger effect; in the data active means a potency from the dose series; inconclusive means inhibition mostly from about 82% at the one dose, without a potency; inactive means the rest, 99 in 100 with inhibition below about 76%;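 further: plate controls were DMSO cells for no effect and high antibiotic wells for full effect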
# PhoP GFP inhibition: Inhibition of PhoP regulon, Salmonella typhi GFP reporter cells, confirmation, 4 h (AID 1850); one-dose inhibition, % at 50 µM; IC50 in µM for titrated hits; 310,000 tested, 0.33% active; Salmonella Typhi PhoP-promoter GFP reporter, fluorescence, 4 h; higher % means a stronger effect; in the data active means a potency from the dose series; inconclusive means inhibition mostly from about 25% at the one dose, without a potency; inactive means the rest, 99 in 100 with inhibition below about 19%;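 further: 0% = induced wells with vehicle and 100% = uninduced wells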
# influenza NS1A: H1N1 influenza NS1A inhibitors, functional cell based assay (AID 504329); inhibition, % at 12.5 µM, or IC50 in µM where a hit was titrated; NS1A functional cell-based assay, percent inhibition; higher % means a stronger effect; 340,000 tested, 0.3% active; in the data active means a potency from the dose series; inconclusive means inhibition above about 27% without an active follow-up result; further: strong numbers were not always called active
# inhibitors of VEEV 10K pilot screen: second read-out of inhibitors of VEEV, no call of its own (marks repeat the call); inhibition, %; measured here: 10K pilot screen inhibition
# * marks the source's active call; other numbers are inactive results; i = inactive; ? = inconclusive; . = not tested or not shown; & = joins results of further samples.
SMILES,M. tuberculosis HTS,inhibitors of VEEV,tuberculosis growth,PhoP GFP inhibition,influenza NS1A,others
CC1CCCC(NC(=O)CNC(=S)N(Cc2ccccc2)Cc2cccs2)C1C (stereo unspecified),2%,2.2%,33%,-3%,-5%,
O=C(CO/N=C/c1ccccc1OC(F)F)NCc1ccco1,4%,i,0%,0%,3%,
O=C(NN1C(=O)C2CC=C(Cl)CC2C1=O)c1ccncc1 (stereo unspecified),0%,i,1%,-8%,-5%,
Cc1cc(NC(=O)c2cc(CC(C)C)on2)no1,?,i,?,-6%,-7%,inhibitors of VEEV 10K pilot screen=1.1
O=C(NC1CCN(S(=O)(=O)c2ccccc2)CC1)c1ccccc1,4%,0.7%,5%,-9%,0%,
C/C(N)=C(/C#N)C(=O)COC(=O)C1Cc2ccccc2CN1S(C)(=O)=O (stereo unspecified),-5%,5.1%,-10%,-5%,-1%&6%,
COc1ccc(OC)c(-n2c(-c3ccn[nH]3)n[nH]c2=S)c1,5%,i,3%,-2%,1%,
CCCS(=O)(=O)N1CCC(C(=O)N2CCN(Cc3ccccc3)CC2)CC1,-2%,1.7%,-6%,-1%,-2%,
COc1ccc2c(C)cc(SC3CCOC3=O)nc2c1 (stereo unspecified),6%,0.6%,-7%,-6%,-3%,
COc1ccc(NC(=O)Nc2cccc3c2O[C@H](CN(C)C(=O)NC(C)C)[C@@H](C)CN([C@H](C)CO)C3=O)cc1,-2%,i,-4%,.,-7%,inhibitors of VEEV 10K pilot screen=0.2
COc1ccc(OC)c(NC(=O)c2ccccc2NC(=O)c2ccco2)c1,7%,4.7%,6%,3%,10%,
Clc1ccccc1OCc1nn2c(-c3ccncc3)nnc2s1,1%,1.0%,-2%,0%,-7%,
CC(C)(C)c1ccc(C(=O)Oc2ccc3c(c2)OCC3=O)cc1,18%,i,71%,11%,6%,
O=C(CCc1ccc(S(=O)(=O)N2CCOCC2)cc1)OCC(=O)c1ccc(Br)cc1,-3%,1.3%,1%,.,-11%,
CCN(CC(=O)Nc1c(F)cccc1F)C(=O)c1csc2c1CCCC2,-11%,1.8%,-10%,-1%,-3%,
Nn1c(SCC(=O)Nc2nccs2)nnc1-c1ccco1,.,0.8%,.,.,-1%,
CCOC(=O)/C(N)=C/c1ncc(C(F)(F)F)cc1Cl,5%,0.5%,22%,-6%,-5%,
COc1cccc(C(=O)NC2CCN(CC(=O)Nc3ccccc3Cl)CC2)c1,7%,0.1%,5%,-1%,-1%,
NC(=O)c1c(NC(=O)c2ccccc2)sc2c1CCCC2,3%,2.4%,-7%,-8%,-1%,
COc1ccc(C2NC(=O)N(C)C3=C2C(=O)CC(C)(C)C3)cc1OC (stereo unspecified),-4%,i,22%,-7%,16%,
CCOCCCNS(=O)(=O)c1ccc2c(c1)CCN2C(C)=O,4%,0.1%,5%,1%,2%,
O=C(NC(=S)Nc1ccccn1)c1ccccc1,8%,1.6%,0%,-8%,-18%,
Cn1cccc1/C=C1\SC(=S)N(NC(=O)c2cccc(Cl)c2)C1=O,1%,3.8%,32%,-8%,7%,
Nc1nonc1-c1nc2ccccc2n1CC(=O)O,-5%,0.4%,-10%,3%,0%,
Cc1cccc(NC(=O)c2ccc(C)c(S(=O)(=O)N3CCCCC3)c2)n1,20%,11%,21%,4%,-5%,
COc1ccc(-c2ccc3oc(-c4ccc(OC)cc4)c(C#CCO)c3c2)cc1,0%,5.2%,27%,6%,18%,
CSc1nc(-c2ccccc2)nn1S(=O)(=O)c1ccc(Cl)cc1,?,4.0%,45%,-7%,-5%,
CCCN(C(=O)CSCc1c(C)noc1C)c1c(N)n(Cc2ccccc2)c(=O)[nH]c1=O,-12%,1.8%,-2%,6%,-7%,
O=C(OCC(=O)N1CCOCC1)c1cc(S(=O)(=O)N2CCOCC2)c(Cl)cc1Cl,6%,1.2%,2%,.,-4%,
CC1CCCCC1NC(=O)CN1CCC(NC(=O)c2cccc(F)c2)CC1 (stereo unspecified),-7%,0.2%,-8%,3%,8%,
Cc1ccc(NC(=O)C2CCN(S(=O)(=O)c3cccnc3)CC2)cc1C,-11%,2.6%,11%,3%,6%,
O=Nc1[nH]c(=O)c(/C=C(\O)c2ccccc2)nc1NO,-4%,3.1%,-30%,6%,11%,
COc1ccc(NC(=O)/C=C/c2ccc(F)cc2)cn1,-4%,0.2%,27%,-9%,-3%,
COc1cc(C(=O)Nc2cccc(-c3nc4cc(C)ccc4o3)c2C)cc(OC)c1OC,2%,1.8%,9%,6%,-4%,
CCCCn1c(N)c(N(CCC(C)C)C(=O)c2ccccc2C)c(=O)[nH]c1=O,-4%,1.0%,-15%,0%,-4%,
Cc1cccc(C(=O)c2ccccc2C(=O)O)c1,-6%,1.9%,-3%,-25%,1%,
O=c1ccc(-c2n[nH]c(=S)n2-c2ccc(F)c(Cl)c2)n[nH]1,6%,1.1%,-11%,-11%,-16%,
CC1(C)C2CCC1(CS(=O)(=O)NCc1ccc(S(N)(=O)=O)cc1)C(=O)C2 (stereo unspecified),-6%,1.2%,6%,6%,-8%,
O=C(N/N=C/c1ccc(F)cc1)c1cccc(NC(=O)c2ccccc2Cl)c1,3%,10%,34%,-4%,5%,
CCCc1cc(=O)oc2cc(OC(C)C(=O)NCCCn3ccnc3)ccc12 (stereo unspecified),-2%,5.4%,5%,-6%,-6%,
CCCCN(CCCNC(=O)c1ccc(CS(=O)(=O)c2c(Cl)cccc2Cl)o1)Cc1ccccc1,1%,i,22%,5%,3%,
COC(=O)c1ccc(Sc2ccccc2NS(=O)(=O)c2ccc(C)cc2)nc1,-8%,6.2%,-2%,4%,14%,
COc1ccc2nc(N3C(=O)CNC3=S)sc2c1,?,1.4%,?,-10%,-1%,
CC1=CC(C)(C)n2c(O)c(N=NC(N)=S)c3c(C)c(C)cc1c32,-10%,0.1%,?,-6%,-4%,
CC(=O)Nc1ccc(SC[C@H](Cc2ccccc2)N2CC[C@@H](C(C)(C)C)CCC2=O)cc1,?,4.1%,-13%,.,-3%,
O=S(=O)(NCCSCc1ccc(Cl)cc1Cl)c1ccc2c(c1)OCCO2,0%,1.4%,.,-2%,-2%,
Cc1ccc(NC(=O)N2CCCC2C(=O)Nc2ccc(-n3cnnn3)c(C)c2)cc1 (stereo unspecified),2%,i,7%,-4%,3%,
Cn1c2ccccc2c2c(C(=O)N3CCN(c4ccccc4)CC3)cn(C3CCCC3)c(=O)c21,4%,i,49%,3%,13%,
CC(C)(C)CC(=O)Nc1cc2c3c(c1)CCN3C(=O)CC2,3%,2.2%,4%,-45%,-8%,
O=C(Nc1cccc(F)c1)C1CC(=O)N(c2ccc(Br)cc2)C1 (stereo unspecified),7%,2.9%,62%,6%,-3%,
Cn1cc(CN2CCCC(C(=O)c3ccc(-c4ccccc4)cc3)C2)cn1 (stereo unspecified),12%,i,59%,1%,13%,
C1CCN2CC3CC(CN4CCCC[C@@H]34)[C@H]2C1,.,i,.,.,0%,
Cc1ccc(OCC(=O)Nc2cc(NC(=O)COc3ccc(C)cc3)cc(C(=O)O)c2)cc1,6%,0.6%,-2%,-4%,1%,
O=C(CN1CCN(C2CCCCC2)CC1)Nc1ccc(Br)cc1,3%,0.5%,2%,15%,3%,
COc1ccccc1C(CNC(=O)CSc1ccc2ccccc2c1)N(C)C (stereo unspecified),-2%,2.9%,39%,-5%,-8%,
O=[N+]([O-])c1ccccc1S(=O)(=O)Nc1nc2ccccc2s1,-6%,2.2%,15%,-7%,-3%,
O=C(O)c1ccc(N/N=C/c2ccc(OC(=O)c3ccccc3Cl)cc2)cc1,3%,0.6%,?,4%,19%,
Cc1nc(NN)c2c3c(sc2n1)COC(C)(C)C3,2%,0.1%,-16%,-7%,2%,
O=C(Nc1ccc2[nH]ncc2c1)c1cccc(F)c1,0%,1.8%,-4%,0%,-5%,
CC1CN(C(=O)COC(=O)Cc2c(F)cccc2Cl)CC(C)O1 (stereo unspecified),-2%,0.7%,3%,.,3%,
# Next part.
SMILES,M. tuberculosis HTS,inhibitors of VEEV,tuberculosis growth,PhoP GFP inhibition,influenza NS1A,others
CN1CCN(CCCC(=O)c2ccc(F)cc2)CC1,-6%,i,-13%,16%,-3%,
CCOc1ccccc1CNC(=O)C1CCN(c2nc3ccccc3o2)CC1,4%,0.5%,21%,1%,3%,
CC(=O)c1ccc(N2CCN(CC(=O)N(C3CC3)C3CCS(=O)(=O)C3)CC2)c(F)c1 (stereo unspecified),-2%,2.1%,-10%,.,-4%,
CCO/C=C/C(O)(CNC(=O)COc1ccccc1F)C(F)(F)F (stereo unspecified),1%,0.3%,-11%,-13%,-1%,
CCC(=O)c1ccc(OCC(=O)OCC(=O)NCCCc2ccccc2)cc1,2%,0.6%,24%,0%,-6%,
CN1C(=O)c2ccccc2Sc2ccc(C(=O)O)cc21,-3%,1.0%,-5%,2%,-23%,
Cn1c(CCN2CCCC2)nc2cc(NS(=O)(=O)c3ccccc3)ccc21,7%,1.4%,45%,-6%,3%,
O=C(c1n[nH]c(=O)c2ccccc12)N1CCN(c2ccccc2)CC1,3%,2.0%,-25%,4%,6%,
O=C(O)/C=C/C(=O)N1CCc2ccccc21,6%,1.5%,-4%,-1%,2%,
CCn1c(SCC(=O)Nc2cc(C(C)(C)C)nn2-c2ccccc2)nnc1-c1cccs1,-2%,2.4%,16%,-5%,9%,
C=CCSc1nnc(C)c(/C=C/Nc2ccc(Cl)cc2)n1,38%,2.9%,34%,-5%,.,
COc1ccc(Cc2nc3ccc(C(=O)N(C)C(C)c4nccs4)cc3o2)cc1 (stereo unspecified),2%,2.9%,13%,2%,-8%,
CCOc1ccc(C(=O)OCCN(C)C)cc1,5%,5.8%,7%,3%,8%,
O=C(NN=C1CCCCCC1)c1cn(-c2ccccc2)nc1-c1ccccc1,13%,1.0%,-3%,7%,-5%,
COc1ccc(C[C@H]2CN3C(=NC[C@H]3Cc3ccccc3)N2CCNC(=O)CCC2CCCCC2)cc1,17µM*,i,?,-3%,2%,

# Arranged by SMILES length (ascending): part of the list above
SMILES,M. tuberculosis HTS,inhibitors of VEEV,tuberculosis growth,PhoP GFP inhibition,influenza NS1A,others
CCOc1ccc(C(=O)OCCN(C)C)cc1,5%,5.8%,7%,3%,8%,
O=C(O)/C=C/C(=O)N1CCc2ccccc21,6%,1.5%,-4%,-1%,2%,
CN1CCN(CCCC(=O)c2ccc(F)cc2)CC1,-6%,i,-13%,16%,-3%,
Cc1nc(NN)c2c3c(sc2n1)COC(C)(C)C3,2%,0.1%,-16%,-7%,2%,
O=C(Nc1ccc2[nH]ncc2c1)c1cccc(F)c1,0%,1.8%,-4%,0%,-5%,
CN1C(=O)c2ccccc2Sc2ccc(C(=O)O)cc21,-3%,1.0%,-5%,2%,-23%,
C=CCSc1nnc(C)c(/C=C/Nc2ccc(Cl)cc2)n1,38%,2.9%,34%,-5%,.,
CCO/C=C/C(O)(CNC(=O)COc1ccccc1F)C(F)(F)F (stereo unspecified),1%,0.3%,-11%,-13%,-1%,
CCOc1ccccc1CNC(=O)C1CCN(c2nc3ccccc3o2)CC1,4%,0.5%,21%,1%,3%,
CCC(=O)c1ccc(OCC(=O)OCC(=O)NCCCc2ccccc2)cc1,2%,0.6%,24%,0%,-6%,
O=C(NN=C1CCCCCC1)c1cn(-c2ccccc2)nc1-c1ccccc1,13%,1.0%,-3%,7%,-5%,
Cn1c(CCN2CCCC2)nc2cc(NS(=O)(=O)c3ccccc3)ccc21,7%,1.4%,45%,-6%,3%,
O=C(O)c1ccc(N/N=C/c2ccc(OC(=O)c3ccccc3Cl)cc2)cc1,3%,0.6%,?,4%,19%,
CCn1c(SCC(=O)Nc2cc(C(C)(C)C)nn2-c2ccccc2)nnc1-c1cccs1,-2%,2.4%,16%,-5%,9%,
CC(=O)c1ccc(N2CCN(CC(=O)N(C3CC3)C3CCS(=O)(=O)C3)CC2)c(F)c1 (stereo unspecified),-2%,2.1%,-10%,.,-4%,
COc1ccc(C[C@H]2CN3C(=NC[C@H]3Cc3ccccc3)N2CCNC(=O)CCC2CCCCC2)cc1,17µM*,i,?,-3%,2%,

# Continued.
SMILES,M. tuberculosis HTS,inhibitors of VEEV,tuberculosis growth,PhoP GFP inhibition,influenza NS1A,others
CCCCCCSc1cccc(-c2nc3ccc(Cl)cn3c2NCCCC)c1,.,i,.,.,-12%,
O=C(Nc1ccccc1O)c1cccc(NC(=O)c2ccco2)c1,-1%,1.7%,-1%,10%,-22%,
N#Cc1ccc(-c2nc3ccccc3c(=O)n2O)cc1,6%,i,58%,-4%,-10%,
O=C(CCc1ccccc1)NCc1ccccc1,-1%,i,?,-4%,3%,
